PAFAH1B2 FP inh: PAFAH1B2 (human) inhibition; P68402; inhibition, % at 3.39 µM; actives 1.2% (n = 340,000); recombinant PAFAH1B2, FP-rhodamine activity probe, fluorescence polarization;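 active means inhibition above the mean of all tested compounds plus 3 SD, cut at about 24% in these data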;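 further: 0% = enzyme with DMSO and 100% = wells lacking PAFAH1B2; many of its hits are not listed in these tables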
Target sequence (P68402 whole entry, looked up): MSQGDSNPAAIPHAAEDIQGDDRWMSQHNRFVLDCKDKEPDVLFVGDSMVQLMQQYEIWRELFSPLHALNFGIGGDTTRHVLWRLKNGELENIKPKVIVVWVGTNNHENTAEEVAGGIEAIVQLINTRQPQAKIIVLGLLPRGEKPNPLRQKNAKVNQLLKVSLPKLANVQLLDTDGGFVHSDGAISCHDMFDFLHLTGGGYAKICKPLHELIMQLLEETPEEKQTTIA
* hit, by the source's call. A portion of the library; rates above refer to the full screens.

PAFAH1B2 FP inh	Structure
4	Cc1ccc(-n2c(SCC(=O)O)nc3sc4c(c3c2=O)CC(C)(C)SC4)cc1
2	O=C(N/N=C/c1ccncc1)c1ccncc1
7	CC(=O)Nc1c(Br)cc2c(c1Br)C(=O)c1ccccc1-2
5	COc1ccc2c3c(ccc2c1)C(=O)/C(=C/O)CC3
-248	CN1C(=CC=C2C=C(I)C(=O)C(I)=C2)C(C)(C)c2ccccc21
0	CC(C)CCN1CCC(N)=NC1=O
0	COc1ccccc1C=NNC(=O)C(=O)NN=Cc1ccccc1OC
6	C[n+]1ccc(CC2C(=[N+]([O-])[O-])C=Nc3ncnn32)cc1 (centres undefined)
5	CCN(C(=O)COC(=O)/C(=C/c1ccccc1)NC(C)=O)c1c(N)n(Cc2ccccc2)c(=O)[nH]c1=O
11	CC(=O)Nc1nnc(CCS(=O)(=O)c2ccc(Cl)cc2)s1
2	COc1cccc2c1cc1c(=O)n(CC(=O)N3CCN(c4cccc(C)c4C)CC3)nc(C)n12
2	O=c1c2sc3nc(N4CCOCC4)c4c(c3c2ncn1C(c1ccccc1)c1ccccc1)CCCC4
1	O=C1CSC(=S)N1N=Cc1cccc2ccccc12
3	O=C(COC(=O)c1ccc(O)cc1)c1ccc2c(c1)OCCO2
2	COC(=O)c1sc(NC(=O)COC(=O)C2CCC2)c(C(=O)OC)c1C
-3	CC1CC2(C)C(=CC1=O)CCC1C2C(O)CC2(C)C1CCC2(O)C(=O)CO (centres undefined)
1	Cc1ccc(-n2nnnc2SCC(=O)NCC2CCCO2)cc1C (centres undefined)
-6	O=[N+]([O-])c1ccc(NC(=S)N2CCN(S(=O)(=O)c3ccccc3)CC2)cc1
1	O=CNc1ccc2c(c1)Cc1cccc(NC=O)c1-2
-2	CN1CCC(C(=O)C(=O)O)C1=O (centres undefined)
6	C1=NN(c2ccccc2)C=NN1c1ccccc1
8	CC1=C(C(=O)O)CC(S(=O)(=O)O)C1(C)C (centres undefined)
2	O=c1cc(-c2ccccc2)oc2cccc(O)c12
13	CC(C)(Oc1ccc(Cl)cc1)C(=O)OCC(=O)NCCc1ccc(S(N)(=O)=O)cc1
4	CC1Cc2cccc3ccc(=O)n(c23)C1 (centres undefined)
2	CCN(C(=O)CSc1ncccn1)c1c(N)n(Cc2ccccc2)c(=O)[nH]c1=O
-1	CCN1CCN(S(=O)(=O)c2ccc(Cl)c(C(=O)N(C)CC(=O)Nc3c(C)cccc3C)c2)CC1
2	C#CCOCCOCCOCCNc1nc(N2CCN(C(=O)Cn3cc(CCO)nn3)CC2)nc(N2CCN(C(=O)[C@H](C)n3cc(CCCN=C(N)N)nn3)CC2)n1
8	O=C(NC1CCCCCCC1O)c1ccccc1 (centres undefined)
-4	c1ccc2c(c1)CCN(CCCNc1nc3ccccc3n3cnnc13)C2
0	Cc1cccc(C(=O)N2[C@@H](C(C)C)COc3cc(Br)ccc3S2(=O)=O)c1
0	CC12CCC(=O)N1C(C(=O)Nc1nccs1)CS2 (centres undefined)
4	CN(Cc1cccc(F)c1)C(=O)CSc1nnnn1C1CC1
2	CC(=O)OC1COC(OC(C)=O)CO1 (centres undefined)
5	O=C(Nc1ccc2ccccc2c1[N+](=O)[O-])c1ccccc1
0	Cn1ncc([N+](=O)[O-])c1C(=O)n1nnc2ccccc21
7	Cc1ccc(CN2CCNC(=O)C2CC(=O)NCCCn2ncc3ccccc32)o1 (centres undefined)
-1	CCOC(=O)c1oc2c(CN3CCN(C)CC3)c(O)c(CC)cc2c(=O)c1-c1nc2ccccc2s1
3	O=C(Nc1ccc(C(=O)N2CCCCC2)cc1)C1CC1
23	C[C@@H](NCCCn1ccc(NC(=O)OCc2ccccc2)nc1=O)c1cccc2ccccc12
9	COc1ccccc1NS(=O)(=O)c1cc(NC(=O)CN2C(=O)NC3(CCCCC3)C2=O)ccc1C
5	NC(=O)C1CCCN(C(=O)c2ccc(-c3cccc(Cl)c3Cl)o2)C1 (centres undefined)
4	CC1(C)CC(=O)C2=C(C1)Oc1ncn3nc(-c4cccnc4)nc3c1C2c1ccccc1 (centres undefined)
-4	Cc1cc2c(cc(C(=O)OCC(=O)NC3CCCCC3)n2C)o1
6	CCCCN(C(=O)c1cccc(S(=O)(=O)N2CCN(C)CC2)c1)c1c(N)n(CC(C)C)c(=O)[nH]c1=O
2	COCCN(C(=O)c1cc(S(=O)(=O)N2CCCCC2)ccc1Cl)c1c(N)n(CC(C)C)c(=O)[nH]c1=O
11	O=S(=O)(CCNCc1ccco1)NCc1ccccc1
3	COc1cccc(NC(=O)CN(C)C(=O)CCNC(=O)c2ccccc2OC)c1
0	O=C(Nc1ccc(F)cc1)c1ccccc1NC(=O)C1CCCCC1C(=O)O (centres undefined)
2	CC1=CC(C)(C)NC(=S)N1c1cccc(Cl)c1

(continued)
PAFAH1B2 FP inh	Structure
1	CSc1nnc(-c2ccccc2)n1N
7	COC1CCC2(C)C(=CCC3C4CC(O)CC4(C)CCC32)C1 (centres undefined)
2	CCC1(c2ccc(F)cc2)NC(=O)N(CC(=O)N2CCN(C(=O)c3cccs3)CC2)C1=O (centres undefined)
6	Cc1ccc(S(=O)(=O)CCC(=O)OCC(=O)N(C)Cc2ccccc2)cc1
3	[O-][n+]1cccc2cccc(O)c21
-3	C=C(c1ccc2nc(NC(=O)OC)[nH]c2c1)c1cccs1
1	Cc1ccc(C2=NNC(=Nc3ccc(F)cc3)SC2)cc1
-1	CCc1ccccc1NC(=O)CN1CCN(CC(=O)Nc2ccc3c(c2)OC2(CCCCC2)O3)CC1
-4	CCOc1ccccc1C=C1SC(=S)NC1=O
2	CSCCC(NC(=O)c1ccc(Cl)cc1Cl)C(=O)N(C)Cc1nc2ccccc2c(=O)[nH]1 (centres undefined)
7	COc1ccc(N2CC(C(=O)N3CCN(S(=O)(=O)c4ccc(F)c(F)c4)CC3)CC2=O)c(OC)c1 (centres undefined)
-14	Cc1cc2c(=Cc3ccc(N(C)C)cc3)c3ccccc3n2[n+]1C
0	C[C@@](Cc1ccc(O)c(O)c1)(NN)C(=O)O
2	CCCCN(C(=O)c1ccc(N(C)S(=O)(=O)c2ccc(C)cc2)cc1)c1c(N)n(CC(C)C)c(=O)[nH]c1=O
0	CC(=O)c1cccc(OC(=O)c2ccccc2)c1
3	CCN(C(=O)COC(=O)c1ccccc1Nc1ccccc1)c1c(N)n(Cc2ccccc2)c(=O)[nH]c1=O
-2	Cc1cc(/C=C2/C(=N)N3C(c4ccccc4)=CSC3=NC2=O)c(C)n1-c1ccc(Cl)cc1
3	COc1cc2c(cc1OC)C1c3ccc(OC)c(OC)c3OCC1(O)C2 (centres undefined)
1	O=C(CCOc1cccc(Br)c1)NNC(=O)COc1ccc(F)cc1
2	COc1ccc(Cl)cc1C=CC=NNC(=O)c1ccncc1
4	CC(=O)Nc1ccc2c(c1)-c1ccc(F)cc1C2=O
-1	CCN(C(=O)COC(=O)/C=C/c1ccccc1Cl)c1c(N)n(Cc2ccccc2)c(=O)[nH]c1=O
1	Cc1sc(NC(=O)CSc2n[nH]c(N)n2)c(C#N)c1C
-14	CCN1C(c2ccccc2)=C(c2ccccc2)S/C1=C/C=C1\SC(=S)N(C)C1=O
-2	COc1ccc(Cl)cc1NC(=O)CN(C)C(=O)CN1C(=O)NC(C)(c2ccc3ccccc3c2)C1=O (centres undefined)
2	CCOC(=O)C1(C(=O)OCC)NC(=O)CC1CC (centres undefined)
5	COC(=O)CC(=O)O[C@H]1C=C[C@@H](NC(=O)OC(C)(C)C)C1
5	COc1c2c(c(OC)c3c1c(=O)c1ccccc1n3C)OCO2
-37	CCCCCCCCCCCCCCCCCCNc1ccn(C2OC(COP(=O)(O)OCC3OC(n4cc(F)c(=O)[nH]c4=O)CC3O)C(O)C2O)c(=O)n1 (centres undefined)
1	Cc1ccc(CSc2ccc(S(=O)(=O)N3CCCCC3)cn2)cc1
9	COC[C@@H]1NS(=O)(=O)c2ccc(Br)cc2O[C@H]1c1ccccc1
-6	Cc1cccc(NC(=O)COC(=O)c2ccc(S(=O)(=O)N3CCCCCC3)cc2)c1
1	CN1C(=O)/C(=C/c2cn(CC(=O)N3CCCCC3)c3ccccc23)NC1=S
3	CSc1nc(S(C)(=O)=O)nc2[nH]c(=O)[nH]c12
3	CCCCN(C(=O)C1=CC=CN2CCS(=O)(=O)N=C12)c1ccccc1
3	CC(=O)OC1CC2(C)C(CCC2(O)C(C)=O)C2CCC3C(Cl)C(=O)CCC3(C)C12 (centres undefined)
2	O=c1cc(CSc2nc(NCc3ccc(Cl)cc3)c3ccccc3n2)nc2ccc(Cl)cn12
16	O=C(O)C(c1ccccc1)C(O)C1CCCC1 (centres undefined)
-3	CN(C(=O)c1ccc(NC(=O)Cc2cccc(NC(=O)C3CCN(C(=O)C4CC4)CC3)c2)cc1)C1CC1
-4	O=C(NCCCCCCCN1CCCCCCC1)C(C1CCCCC1)C1CCCCC1

Entries listed so far that contain bromine:
PAFAH1B2 FP inh	Structure
7	CC(=O)Nc1c(Br)cc2c(c1Br)C(=O)c1ccccc1-2
0	Cc1cccc(C(=O)N2[C@@H](C(C)C)COc3cc(Br)ccc3S2(=O)=O)c1
1	O=C(CCOc1cccc(Br)c1)NNC(=O)COc1ccc(F)cc1
9	COC[C@@H]1NS(=O)(=O)c2ccc(Br)cc2O[C@H]1c1ccccc1

Reformatted: entries from further up
SMILES,PAFAH1B2 FP inh
CN(C(=O)c1ccc(NC(=O)Cc2cccc(NC(=O)C3CCN(C(=O)C4CC4)CC3)c2)cc1)C1CC1,-3
O=c1cc(CSc2nc(NCc3ccc(Cl)cc3)c3ccccc3n2)nc2ccc(Cl)cn12,2
CSc1nc(S(C)(=O)=O)nc2[nH]c(=O)[nH]c12,3
COC[C@@H]1NS(=O)(=O)c2ccc(Br)cc2O[C@H]1c1ccccc1,9
CCCCN(C(=O)C1=CC=CN2CCS(=O)(=O)N=C12)c1ccccc1,3
CN1C(=O)/C(=C/c2cn(CC(=O)N3CCCCC3)c3ccccc23)NC1=S,1

Next section
PAFAH1B2 FP inh	Structure
4	Cc1ccc(OCC(=O)Nc2ccc(NC(=O)c3ccccc3)c(C)c2)cc1
0	CC(C)CN(C(=O)CCC1CCCCC1)c1c(N)n(CC(C)C)c(=O)[nH]c1=O
6	Cc1ccc(/C=C2/CNC/C(=C/c3ccc(C)cc3)C2=O)cc1
0	C=C(C)C(=O)N1CCN(C(=O)C(=C)C)c2ccccc21
-3	O=C(NCC1CCCO1)c1cc(-c2ccncc2)nc2ccccc12 (centres undefined)
4	CC1CCCCN1C(=O)COC(=O)c1cc(Cl)c2c(c1)OCO2 (centres undefined)
4	CCOC(=O)OCC(=O)C1(O)CCC2C3CCC4=CC(=O)CCC4(C)C3C(O)CC21C (centres undefined)
1	COc1ccccc1C(=O)c1ccccc1C(=O)c1ccccc1
1	COc1ccc(Cl)cc1S(=O)(=O)NC(C)C(=O)NCCN1CCOCC1 (centres undefined)
1	c1cc2c3c(cccc3c1)NN=N2
2	O=C(COc1ccccc1O)NC1CCCC1
7	Nc1nnc2cc(Cl)ccc2n1
1	CCN1C(=O)CC(SC2CC(=O)N(CC)C2=O)C1=O (centres undefined)
1	O=C1CC[C@@H]2CC3(C[C@@H]4CCN1[C@H]24)Nc1cc([N+](=O)[O-])ccc1NC3=NC1CCCCC1 (some centres undefined)
-1	O=C(O)CCCC1(C(=O)O)CCCC1
4	O=C(COC(=O)CCC(=O)c1cccs1)NCc1ccco1
10	CCc1ccccc1NC(=O)CN(C)C(=O)COC(=O)c1c(Cl)cccc1Cl
12	O=C1NC(=S)SC1=Cc1cc(Br)ccc1O
0	COc1cc(OC)cc(C(=O)NCC(=O)OCC(=O)Nc2ccc(C)c(S(=O)(=O)N3CCOCC3)c2)c1
5	CN(Cc1ccccc1)C(=O)c1cccc(NC(=O)Cc2ccc(NC(=O)C3CCCN(C(=O)C4CCCC4)C3)cc2)c1 (centres undefined)

Some values from the list.
Value of O=C1NC(=S)SC1=Cc1cc(Br)ccc1O in PAFAH1B2 FP inh: 12
Value of CCN1C(=O)CC(SC2CC(=O)N(CC)C2=O)C1=O (centres undefined) in PAFAH1B2 FP inh: 1

More compounds follow.
PAFAH1B2 FP inh	Structure
3	CC[n+]1c(/C=C(\C)OC)sc2ccccc21
1	COC1CC(C)C(OC)c2cc(O)cc(c2O)NC(=O)C(C)=CC=CC(C)C(OC(N)=O)C(C)=CC(C)C1OC (centres undefined)
2	Nc1c(C2CCCCC2)c(=O)on1C(=O)c1ccccc1
3	COc1cccc(C=NNc2nnc(NN=Cc3cccc(OC)c3OC)c3ccccc23)c1OC
5	CC(=O)C1=C(O)C(CSCc2ccccc2)N(C)C1=O (centres undefined)
-1	NC(=O)c1ncn([C@@H]2O[C@H](CNCc3cc(Br)ccc3OCc3ccccc3)[C@@H](O)[C@H]2O)n1
3	CC(C)C[C@@H](CN1CCC[C@@H]1CN1C(=O)C(=O)NC[C@@H]1Cc1ccccc1)N1C[C@H](Cc2ccccc2)N(CC2CCCCCC2)C(=O)C1=O
-1	COc1ccc(C(CNC(=O)c2cc(S(=O)(=O)N3CCCCC3)ccc2C)N2CCCC2)cc1 (centres undefined)
3	CC1(N=Cc2cc(Cl)ccc2O)COP(=O)(NC2CCCC2)OC1 (centres undefined)
5	CC1(C2CC2)NC(=O)N(CC(=O)Nc2ccccc2C#N)C1=O (centres undefined)
12	CC(NC(=O)c1ccc(N(C)C)cc1)C1CC2CCC1C2 (centres undefined)
0	O=C1C2CC3N1CCC31c3ccccc3-n3c1c2ccc3=O (centres undefined)
0	O=c1[nH]c(=S)c2[nH]c(=S)n(-c3ccccc3)c2[nH]1

Quoted from above (6 entries):
PAFAH1B2 FP inh	Structure
-1	COc1ccc(C(CNC(=O)c2cc(S(=O)(=O)N3CCCCC3)ccc2C)N2CCCC2)cc1 (centres undefined)
3	CC1(N=Cc2cc(Cl)ccc2O)COP(=O)(NC2CCCC2)OC1 (centres undefined)
5	CC1(C2CC2)NC(=O)N(CC(=O)Nc2ccccc2C#N)C1=O (centres undefined)
12	CC(NC(=O)c1ccc(N(C)C)cc1)C1CC2CCC1C2 (centres undefined)
0	O=C1C2CC3N1CCC31c3ccccc3-n3c1c2ccc3=O (centres undefined)
0	O=c1[nH]c(=S)c2[nH]c(=S)n(-c3ccccc3)c2[nH]1
